Abeta yeast res = compounds reversing amyloid beta toxicity in yeast. AID 1347071. Potency, µM (series often up to 46.1 µM), for the others: at the highest dose growth rescue, actives largely listed as activators. hit rate 0.063% among 410,000. yeast expressing A-beta42, growth rescue, OD600, 48 h; response scale: 0% DMSO, 100% iron-clioquinol control; also: potency is read from the fitted curve at half-maximal effect; nearly all actives have a fitted effect of over 55% in size
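Growth rescue measured by 600 nm absorbance after 48 h yeast culture at 30 C with compound. Values normalized between DMSO and an equimolar ferric chloride plus clioquinol control.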
aSyn rescue = rescues yeast growth from alpha-synuclein toxicity. Yeast expressing alpha-synuclein, growth rescue, BacTiter-Glo, 24 h. hit rate 0.14% among 370,000. Potency, µM (top dose mostly 46.1 µM), without a hit: at the highest dose growth rescue (activation), actives largely listed as activators. AID 652106; also: potency is read from the fitted curve at half-maximal effect; % of control where 0% means no effect; nearly all actives have a fitted effect of over 65% in size
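Galactose-induced alpha-syn yeast (OD600=0.02, raffinose-pregrown) + pinned cpd, 24 hr, 30 deg C; growth by BacTiter-Glo luminescence. Growth restoration scores as activation.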
EPAC1 antagonist = antagonists of human EPAC1; O95398; EPAC1 GEF assay, Rap1b-BODIPY-GDP exchange fluorescence; Potency, µM (doses to about 115 µM), for inactives: top-dose activity change, negative = inhibition, actives largely listed as inhibitors; hit rate 0.14% among 360,000; AID 720709;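 also: potency is read from the fitted curve at half-maximal effect; plate controls were vehicle for no effect and positive control for full effect; nearly all actives have a fitted effect of over 50% in size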
PLK1 PBD inh = blocks phosphopeptide binding to human PLK1 polo-box domain; Plk1 PBD binding of FITC phosphopeptide, fluorescence polarization; Potency, µM, for the others: max response, negative = inhibition, most hits filed as inhibitors; hit rate 2.8% among 360,000; AID 720504; also: potency is read from the fitted curve at half-maximal effect; series mostly up to about 57 µM; % is scaled to controls: 0 for no effect and ±100 for the full control effect; nearly all actives have a fitted effect of over 65% in size
Target sequence (P53350 whole entry, looked up, the tested form may be a part): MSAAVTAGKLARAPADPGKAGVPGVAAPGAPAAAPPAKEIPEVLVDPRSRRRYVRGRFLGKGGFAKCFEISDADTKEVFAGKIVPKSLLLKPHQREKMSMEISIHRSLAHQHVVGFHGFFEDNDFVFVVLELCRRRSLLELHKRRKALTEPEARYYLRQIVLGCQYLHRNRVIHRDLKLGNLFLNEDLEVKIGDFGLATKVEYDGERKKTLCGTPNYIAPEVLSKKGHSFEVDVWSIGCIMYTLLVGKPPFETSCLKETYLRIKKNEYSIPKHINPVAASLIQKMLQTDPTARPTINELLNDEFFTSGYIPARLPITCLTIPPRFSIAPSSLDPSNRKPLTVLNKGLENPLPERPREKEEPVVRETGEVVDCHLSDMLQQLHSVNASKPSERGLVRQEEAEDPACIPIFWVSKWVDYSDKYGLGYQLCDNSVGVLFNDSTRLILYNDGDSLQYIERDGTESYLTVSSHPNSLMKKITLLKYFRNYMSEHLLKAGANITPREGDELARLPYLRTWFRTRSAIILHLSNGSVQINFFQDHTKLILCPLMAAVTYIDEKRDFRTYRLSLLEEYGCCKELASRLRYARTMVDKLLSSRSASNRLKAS
EPAC1 agonist = EPAC1 (human) agonism | AID 720707 | EPAC1 agonist qHTS, biochemical assay; response scale: 100% = response to 6.5 mM cAMP | hit rate 0.073% among 360,000 | O95398 | Potency, µM (series often up to 154 µM), for inactives: top-dose activation, actives largely listed as activators; also: potency is read from the fitted curve at half-maximal effect; nearly all actives have a fitted effect of over 60% in size
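Nucleotide exchange assay: 100 nM EPAC1 with 250 nM Rap1B loaded with BODIPY-GDP and 50 uM GDP, room temperature. Fluorescence (480/540 nm) read every 5 min for 30 min; signal change normalized to 6.5 mM cAMP as full agonist.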
IL-2 act = activators of IL-2 | IL-2 activation reporter assay, cell-based qHTS; stimulated with anti-CD3/CD4/CD28 beads; in transgenic mouse T cells | activation, % (series mostly up to about 46 µM) | hit rate 0.065% among 360,000; in the data active = activation above about 50%; inconclusive = mostly about 30% to 49%; also: 0% is about no effect
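Readout is EGFP and DsRed signal by fluorescent plate cytometry after 18 h at 37 degrees C. Transgenic mouse T cells (750/well) received compound for 60 min before bead stimulation (anti-CD3, anti-CD4, anti-CD28); memory T cells served as non-tolerant control.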
WRN helicase inh = inhibitors of human WRN helicase; Q14191; WRN helicase unwinding, fluorescent forked duplex, kinetic; Potency, µM (series often up to 114 µM), for the others: at the highest dose activity change, negative = inhibition, most hits filed as inhibitors; hit rate 0.46% among 360,000; also: potency is read from the fitted curve at half-maximal effect; % is scaled to controls: 0 for no effect and ±100 for the full control effect; nearly all actives have a fitted effect of over 55% in size
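Kinetic red-fluorescence monitoring (525/598 nm) tracks WRN helicase activity after 100 nM fluorophore-quencher forked duplex and 2 mM ATP are added to 20 nM enzyme pretreated 15 min at room temperature with compound.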
PI5P4K alpha inh = PI5P4K alpha (human) kinase inhibition; P48426; PI5P4Kalpha enzyme, ADP-Glo luminescence, 60 min; stronger effect = lower value; max response, %; hit rate 1.2% among 330,000; active = max response of -50% or lower; inconclusive = between -30% and -50%; inactive = -30% or higher; also: value at the top dose of about 77 µM; % is scaled to controls: 0 for no effect and ±100 for the full control effect
Target sequence (P48426 whole entry, looked up): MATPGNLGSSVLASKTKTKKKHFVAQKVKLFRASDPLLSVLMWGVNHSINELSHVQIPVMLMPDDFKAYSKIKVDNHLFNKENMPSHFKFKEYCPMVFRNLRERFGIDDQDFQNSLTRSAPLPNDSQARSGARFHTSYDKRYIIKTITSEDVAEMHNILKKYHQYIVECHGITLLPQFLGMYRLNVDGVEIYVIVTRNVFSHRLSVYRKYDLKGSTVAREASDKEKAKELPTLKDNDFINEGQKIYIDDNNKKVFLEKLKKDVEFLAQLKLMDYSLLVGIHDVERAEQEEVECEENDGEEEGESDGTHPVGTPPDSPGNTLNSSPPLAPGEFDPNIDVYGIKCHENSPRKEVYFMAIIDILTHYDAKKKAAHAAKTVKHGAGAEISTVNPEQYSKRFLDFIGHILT
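ADP-Glo luminescence end-point after a 60 min room-temperature kinase reaction. PI5P4Kalpha and substrate in HEPES pH 7.4 buffer with EGTA, 0.1% CHAPS and 5% DMSO; ATP at 5 microM final.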
FUS suppressor = rescues growth of FUS-expressing yeast | Potency, µM (series often up to 76.6 µM), inactives show at the highest dose growth rescue (activation), most hits filed as activators | hit rate 0.24% among 390,000 | S. cerevisiae FUS-expressing, growth rescue, OD600, 24 h;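 also: potency is read from the fitted curve at half-maximal effect; plate controls were DMSO vehicle for no effect and reference control for full effect; nearly all actives have a fitted effect of over 55% in size; some results filed as inactive show a strong effect at the top dose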
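Steps: raffinose overnight preculture; dilution to OD 0.005 in 2% galactose minimal medium; compound addition (concentration series); 24hr at 30C, 99% humidity; absorbance read at 600 nm.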
Starred values were filed as active, the others as inactive; ? = inconclusive; · = no result given; & = joins results of further samples; [ ] = dose if it differs, or a comment. Unless noted, calls follow the shape of the dose curve; as a rule, active = well fitted curve in the direction sought with a large enough effect; inconclusive = small, poorly fitted or top-dose-only effect, or another doubt; inactive = no such curve, though single readings can be large; an effect the other way counts as inactive or inconclusive.

SMILES | Abeta yeast res | aSyn rescue | EPAC1 antagonist | PLK1 PBD inh | EPAC1 agonist | IL-2 act | WRN helicase inh | PI5P4K alpha inh | FUS suppressor
COc1cccc(NC(=O)C2CC(=O)N=C(N)S2)c1 (stereo not drawn) | 1.9% | 1.4% | -7.5% | -29.2% | -1.3% | -0.1 | 11.5% | -1.8 | -9.5%
Cc1ccccc1N(C(=O)CNC(=O)c1ccco1)C(C(=O)NC1CCCCC1)c1ccncc1 (stereo not drawn) | -8.5% | 0.4% | 0.8% | -5.1% | 11.6% | 1.6 | -0.2%[57.1 µM] | -0.5 | -16.1%
CCOC(=O)C1=C[C@@H](C(C)(C)C)N(S(=O)(=O)c2ccc(C)cc2)[C@H]1c1ccc(F)cc1 | -5.4% | -14.5% | -21.4% | -4.5% | -4.8% | -0.9 | -9.5% | 10.5 | 19.8%
Clc1cccc(-c2nn3c(Cn4cnc5ccccc54)nnc3s2)c1 | -9.2% | -1.4% | 0.8% | 10.6µM* | -11.0% | -1.7 | 1.7% | · | 45.1%
O=c1[nH]c2cc(Cl)cc([N+](=O)[O-])c2c2ccc(Cl)cc12 | -3.5% | 1.4% | 8.2% | -10.9% | 5.8% | 1.3 | -4.6% | 2.4 | -33.2%
COc1cccc(NC(=O)CCC(=O)Nc2cccc(OC)c2)c1 | 17.7% | 4.6% | -12.1% | -6.3% | -4.6% | -0.5 | -11.8% | -4.1 | ·
CCCN(c1ccc(C(=O)OC)cc1)S(=O)(=O)c1ccccc1 | 0.1% | 2.5% | 17.5% | -0.4% | 1.9% | -4.3 | 1.8% | -2.0 | -9.4%
CCOC(=O)N1CCC(Nc2c(-c3ccccc3)c(=O)c2=O)CC1 | 4.7% | -0.3% | 1.1% | -6.0% | -3.9% | 0.0 | 4.3% | -4.6 | 23.9%
COc1ccc(-c2cn3c(C)c(C(=O)N4CCN(c5ccccc5)CC4)sc3n2)cc1 | -2.5% | 10.3% | -12.2% | -12.7% | 2.9% | -0.1 | -2.7% | -11.0 | -16.0%
COC(=O)c1ccc(C)c(NS(=O)(=O)c2ccc(C)c([N+](=O)[O-])c2)c1 | 0.7% | 5.2% | -0.1% | ? | -0.4% | 0.0 | -6.6% | 0.9 | -5.9%
CC(=O)Nc1cc2ccc(OC(C)=O)cc2oc1=O | -13.3% | -0.5% | -10.1% | -9.4% | -5.7% | -3.4 | -11.6% | -11.8 | -19.3%
O=C(CNC(=O)c1ccccc1Br)NNC(=O)c1cccs1 | 0.9% | 1.3% | -10.9% | 3.7% | -0.5% | 1.7 | 1.3% | 8.0 | 0.5%

3 entries from above, arranged by the value under PLK1 PBD inh, largest number first.
mol	PLK1 PBD inh
CCOC(=O)N1CCC(Nc2c(-c3ccccc3)c(=O)c2=O)CC1	-6.0%
COc1cccc(NC(=O)CCC(=O)Nc2cccc(OC)c2)c1	-6.3%
COc1ccc(-c2cn3c(C)c(C(=O)N4CCN(c5ccccc5)CC4)sc3n2)cc1	-12.7%

(list continues)
SMILES | Abeta yeast res | aSyn rescue | EPAC1 antagonist | PLK1 PBD inh | EPAC1 agonist | IL-2 act | WRN helicase inh | PI5P4K alpha inh | FUS suppressor
Cc1cc(C)nc(NC(=O)c2ccc(Cl)cc2)n1 | -6.8% | 2.7% | ? | 2.6% | -3.9% | 1.1 | -7.2% | -3.2 | 4.0%
CCCn1c(C(C)NS(=O)(=O)c2ccccc2)n[nH]c1=S (stereo not drawn) | -13.0% | 2.2% | -22.1% | 1.1% | 10.4% | -0.5 | 0.2% | 4.2 | -17.7%
CSCCC(NC(=O)c1ccco1)C(=O)Nc1ccncc1 (stereo not drawn) | 1.8% | -0.9% | -17.7% | 1.6% | 4.1% | 0.1 | -0.4% | -0.8 | 6.3%
C[C@H]1CN([C@@H](C)CO)C(=O)CCCn2nncc2CO[C@H]1CN(C)S(=O)(=O)c1ccccc1F | 10.9% | 3.0% | -4.3% | -7.4% | 6.2% | -3.0 | -5.8% | 2.5 | -25.0%
COc1cccc(CN2CCNC(=O)C2CC(=O)NCc2cn3ccccc3n2)c1OC (stereo not drawn) | -9.5% | -4.9% | -20.6% | -17.6% | 3.8% | -0.9 | -6.5% | 4.3 | 17.9%
Cc1ccc(OCC(O)Cn2c(N3CCCCC3)nc3c2c(=O)[nH]c(=O)n3C)cc1C (stereo not drawn) | 20.6% | 4.3% | 2.1% | 1.9% | 7.4% | 1.8 | 0.7% | 5.2 | 8.8%
CCn1nnnc1NCc1ccc(SC)cc1 | 4.5% | -2.3% | -2.2% | -1.0% | 8.4% | 0.0 | 1.0% | 5.5 | -1.0%
CC(C)c1ccc(NC(=O)[C@H]2CSCN2C(=O)[C@@H]2CCC(=O)N2)cc1 | 12.6% | -3.3% | -7.5% | -10.7% | -6.9% | -1.3 | 0.2% | 0.5 | -0.2%
O=C(NNc1nc2ccccc2s1)c1ccccc1F | 3.8% | 0.9% | -7.4% | -13.4% | 5.6% | -0.2 | -2.7% | 3.9 | ·
CCOc1cc(C(=O)N/N=C/c2cn(-c3ccccc3)nc2-c2cc3ccccc3o2)cc(OCC)c1OCC | 8.8% | -3.8% | -4.5% | -2.7% | -2.0% | 0.2 | -11.2% | -1.5 | -8.2%
Cc1cc(C)c2c(n1)nn1c(-n3ccnc3)cc(C)nc21 | 8.3% | -5.1% | -24.6% | -13.0% | 4.8% | -1.7 | -16.4% | -4.8 | -6.6%
COc1ccc(-c2nnc3cccc(Cl)n23)c(OC)c1 | -16.8% | -0.1% | -18.6% | -3.8% | 9.0% | -3.3 | 3.8% | 0.4 | 22.7%
Cn1c(=O)c2c(nc(N/N=C/c3cccs3)n2C)n(C)c1=O | 13.9% | -0.8% | 8.7% | 3.8% | -6.9% | -2.6 | 3.7% | -2.2 | 15.5%
CC1(C(=O)Nc2ccc3c(c2)OCO3)CCN1C(=O)C1(c2ccc(Cl)cc2)CC1 (stereo not drawn) | -12.7% | 1.6% | 2.7% | 4.1% | 2.2% | 1.7 | -1.2% | -3.7 | ?
Cc1cc(C)cc(NC(=O)COC(=O)CC2CCCC2)c1 | ? | 0.3% | -7.3% | -0.9% | -2.9% | 0.3 | -8.2% | 5.2 | ·
Cn1c(COc2ccc3ccccc3c2)nnc1SCC(N)=O | 19.5% | -2.3% | -0.3% | -2.1% | -2.9% | 0.7 | -3.9% | 3.4 | -6.8%
O=C(Nc1nnc(/C=C/c2ccccc2)s1)c1ccco1 | -2.2% | -3.3% | -1.9% | -14.4% | -1.0% | 0.4 | -2.6% | -22.5 | 11.6%
CC(C)[C@@H]1Cc2[nH]c(=S)[nH]c(=O)c2[C@H](C)O1 | 3.8% | -1.3% | -4.0% | 2.5% | 1.9% | -0.7 | -2.5% | -1.1 | -11.0%
O=S(=O)(NC1CCCC1)c1ccc(-n2cnnn2)cc1 | -17.7% | 1.1% | -9.4% | -14.0% | 0.1% | 1.5 | 2.9% | 1.2 | 18.8%
O=C1CCC/C1=c1\s/c(=C/c2cccnc2)c(=O)n1-c1ccccc1 | -7.3% | 1.6% | 7.2% | -4.2% | 7.5% | 1.8 | -21.6% | 2.8 | ·
C(=N\c1nccs1)/Nc1nccs1 | -10.9% | -4.0% | -11.9% | -9.5% | 16.2% | 1.6 | -1.4% | 1.1 | 21.7%
CC(=O)Nc1ccc(S(=O)(=O)N2CCC(c3nnc(-c4ccc(C)cc4)o3)CC2)cc1 | -7.5%&-6.8% | -0.2% | 1.4% | -16.1% | -7.6% | -3.6 | 6.3% | -11.1 | 16.2%&31.2%
O=[N+]([O-])c1cccc2[nH]ncc12 | 2.6% | -2.6% | -0.1% | -8.2% | -5.5% | -0.2 | 5.7% | -0.9 | ·
CCOC(=O)N1CCN(C(=O)c2noc3c2COc2ccccc2-3)CC1 | -25.1% | -2.0% | -13.8% | -16.9% | 3.7% | -3.6 | -7.8% | -6.0 | -1.0%
COC(=O)c1sc2cc(C(F)(F)F)cnc2c1-c1ccccc1 | 13.6% | -2.5% | 9.9% | -5.9% | 11.5% | -0.5 | -10.5% | · | -20.3%
Cc1cccc(NC(=S)NNC(=S)NC2CCCCC2)c1C | ? | -8.2% | 4.2% | ? | -9.2% | 1.3 | 5.1% | 4.4 | 6.3%
CC(=O)Nc1ccc(Sc2ccccc2C(=O)O)c(C(=O)O)c1 | 17.8% | 0.2% | 5.3% | -6.6% | 1.6% | -0.3 | -0.1% | 0.3 | 11.3%
CC(C)(C)NC(=O)CN(Cc1ccco1)C(=O)CCC(=O)Nc1nccs1 | -5.1% | -4.5% | 29.4% | -23.3% | 11.8% | 0.1 | 10.9% | -2.0 | 8.7%
COc1ccccc1NC(=O)/C=C/c1ccc2c(c1)OCO2 | -17.8% | -0.1% | -12.4% | 0.6% | 8.8% | 0.3 | -2.7% | 1.0 | 20.6%
CC(=O)c1ccc(N2CCN(C(=O)C(=O)c3c(C)[nH]c4ccccc34)CC2)cc1 | 5.8% | 7.6% | 5.9% | -4.0% | 8.3% | -2.8 | ? | 7.4 | 32.2%
C=CCNc1nc(N2CCCCC2)c(C#N)c2c1CN(Cc1ccccc1)CC2 | 7.9% | -3.9% | -9.4% | -2.6% | 9.1% | 0.5 | -10.4% | 2.0 | 15.9%
C[C@H]1CN([C@@H](C)CO)S(=O)(=O)c2ccc(-c3ccccc3)cc2O[C@H]1CN(C)C(=O)C1CCC1 | -6.0% | -1.8% | -18.9% | -11.6% | 8.5% | -2.1 | -11.5% | -2.9 | ?
CC(=O)Nc1nonc1NC(=O)c1ccc(C(C)(C)C)cc1 | 0.9% | -8.0% | -1.4% | -0.8% | 2.5% | -1.7 | 8.4% | · | 22.7%
C#CCOCCOCCOCCNc1nc(N2CCN(C(=O)[C@H](Cc3cc4ccccc4[nH]3)n3cc([C@@H](N)CC(C)C)nn3)CC2)nc(N2CCN(C(=O)[C@H](Cc3cc4ccccc4[nH]3)n3cc([C@@H](N)CC(C)C)nn3)CC2)n1 | 2.7% | -35.7%[inhibitor] | -11.5% | 0.5% | -12.7% | 1.1 | -18.9% | ? | ?
CCCn1cc(S(=O)(=O)CC(=O)Nc2ccc(OC)cc2OC)c2ccccc21 | 10.3% | -2.5% | 1.1% | -3.7% | 3.9% | -0.7 | -9.8% | · | -9.1%
